Screening results: PubChem, several laboratories
IDE cell inh: cellular human IDE inhibition | P14735 | HEK cells, FAbetaB cleavage, fluorescence polarization | inhibition, % at 5.59 µM | 0.41% of 320,000 active;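 active = percent inhibition above the average of all tested compounds plus 3 SD, set per screening campaign, cut at about 16% in these data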;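 note: IDE supplied by intact live HEK cells; FP after avidin binding of uncleaved biotin substrate so inhibition keeps polarization high; 0% = DMSO wells and 100% = 60 µM reference IDE inhibitor Ii1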
IDE act: activators of human insulin-degrading enzyme in cells. P14735. HEK cells, FAbeta-B cleavage, fluorescence polarization; 0% vehicle, 100% cell-free pure enzyme wells. activation, % at 5.96 µM. 0.073% of 340,000 active. AID 493087;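 active = activation above the mean of all tested compounds plus 3 SD, set per screening campaign, cut at about 17% in these data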
VIM-2 inh: inhibitors of Pseudomonas aeruginosa VIM-2 metallo-beta-lactamase. purified VIM-2, nitrocefin hydrolysis, epi-absorbance fluorescence. inhibition, % at 5.6 µM. 0.89% of 290,000 active. AID 1527;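 active = inhibition above the mean of all tested compounds plus 3 SD, cutoff set per screening run, cut at about 7.5% in these data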;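 note: red hydrolysis product quenches plate fluorescence so inhibitors raise well fluorescence; 0% = enzyme with DMSO and 100% = DMSO without enzyme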
pCIP destab: p/CIP protein destabilization | Q05BA5 | F442A p/CIP-EGFP cells, EGFP fluorescence, 16 h | decrease of EGFP signal, % at 10 µM | 0.01% of 290,000 active | AID 1984;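 active = EGFP signal decrease of at least 30% at 10 µM or well 3 SD below plate mean, unless failing retest; inactive = the rest, including hits failing retest or dose response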; note: some compounds called inactive have numbers as strong as hits; many of its hits are not listed in these tables
M18AAP inhibitor: blocks P. falciparum M18 aspartyl aminopeptidase; recombinant PfM18AAP, H-Glu-NHMec fluorogenic cleavage; inhibition, % at 7.35 µM; 1.2% of 290,000 active; AID 1822;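 active = inhibition above the campaign mean inhibition over all tested compounds plus 3 SD, cut at about 28% in these data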;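 note: 0% = plate median of test compound wells and 100% = 2 mM ZnCl2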
GPR7 antag: human neuropeptides B/W receptor 1 antagonism; GPR7-expressing cells, fluorescence antagonist assay; inhibition, % at 4.4 µM; 1.1% of 290,000 active; AID 1861; in the data active = inhibition above about 16%, passing the limit was not always enough;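 note: cells stimulated with the agonist NPW; 0% = agonist with vehicle and 100% = vehicle without agonist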
Target sequence (P48145 whole entry, looked up): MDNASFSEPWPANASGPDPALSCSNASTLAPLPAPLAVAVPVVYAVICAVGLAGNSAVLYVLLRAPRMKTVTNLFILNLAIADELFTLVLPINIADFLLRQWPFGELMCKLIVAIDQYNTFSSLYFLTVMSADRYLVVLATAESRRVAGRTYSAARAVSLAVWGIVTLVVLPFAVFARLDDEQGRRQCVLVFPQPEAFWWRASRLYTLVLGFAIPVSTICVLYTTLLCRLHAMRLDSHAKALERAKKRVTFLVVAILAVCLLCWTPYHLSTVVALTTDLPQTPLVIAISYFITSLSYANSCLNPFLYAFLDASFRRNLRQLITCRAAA
IMP-1 inh: inhibitors of Pseudomonas aeruginosa IMP-1 metallo-beta-lactamase; purified IMP-1, nitrocefin hydrolysis, epi-absorbance fluorescence; inhibition, % at 5.6 µM; 0.45% of 290,000 active;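 active = inhibition above the mean plus 3 SD of all compounds in the same screening run, cut at about 4.5% in these data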;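 note: 0% = IMP-1 with DMSO and 100% = DMSO wells lacking enzyme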
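Test system: recombinant IMP-1 enzyme, purified / Medium: HEPES buffer pH 7.1 with ZnSO4 and Brij 35 / Doses: single dose, 5.6 µM / Times: 25 °C, 15 min preincubation, 25 min reaction / Detection: Epi-absorbance via hydrolysed-nitrocefin quenching of white-plate fluorescence, 480/530 nm, EDTA stop / Evaluation: percent inhibition from optical density relative to buffer-blank wells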
NALP1 inh: blocks the NALP1 inflammasome reconstituted in yeast; S. cerevisiae NALP1/ASC/caspase-1 growth, X-gal OD620, 72 h; inhibition, % at 10 µM; 0.61% of 280,000 active; AID 2071; in the data active = inhibition mostly above about 24%, no sharp cut-off; inactive = mostly below about 32%; note: some compounds called inactive have numbers as strong as hits
PHOSPHO1 inh: inhibitors of human PHOSPHO1 phosphatase | recombinant PHOSPHO1, absorbance phosphatase assay | inhibition, % at 13.3 µM | 1.1% of 290,000 active | AID 1565; in the data active = inhibition above about 60%
Target sequence (Q8TCT1 whole entry, looked up): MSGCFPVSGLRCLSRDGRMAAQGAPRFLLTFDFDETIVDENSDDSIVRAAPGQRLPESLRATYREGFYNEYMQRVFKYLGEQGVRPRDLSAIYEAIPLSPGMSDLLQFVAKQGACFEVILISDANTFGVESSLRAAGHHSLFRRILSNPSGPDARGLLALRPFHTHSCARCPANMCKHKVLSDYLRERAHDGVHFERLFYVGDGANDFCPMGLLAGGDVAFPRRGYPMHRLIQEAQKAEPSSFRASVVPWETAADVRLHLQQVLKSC
An asterisk follows results filed as active; . = not tested or not shown. Rows were taken by chance, and some 5.3% of all compounds hit somewhere here.

Sequence of screens: IDE cell inh | IDE act | VIM-2 inh | pCIP destab | M18AAP inhibitor | GPR7 antag | IMP-1 inh | NALP1 inh | PHOSPHO1 inh
1: OCC1CCCCN1C(=S)Nc1cccc(Cl)c1 (configuration not stated)
  -1 | 0 | -1.4 | 2 | 0 | -6 | -1.7 | 3 | 12
2: COc1ccc(C)cc1S(=O)(=O)N1CCCCC1
  -4 | 4 | -0.6 | -3 | 1 | -3 | -0.1 | -6 | 2
3: CCc1ccc(NC(=O)CSc2nnc(CC)c(CC)n2)cc1
  4 | 1 | -4.2 | -17 | 0 | 10 | -3.2 | 8 | 12
4: O=C(COc1cccc(F)c1)Nc1ccc2[nH]c(=O)[nH]c2c1
  -10 | 3 | 0.2 | 17 | -14 | -10 | -2.0 | 20 | 48
5: Fc1ccc(NC(=S)Nc2ccc(F)c(Cl)c2)cc1Cl
  8 | -1 | -1.3 | 14 | -1 | -5 | -6.4 | 6 | 95*
6: Cc1ccc(NC(NC(=O)c2ccccc2[N+](=O)[O-])C(Cl)(Cl)Cl)cc1 (configuration not stated)
  6 | 5 | -1.8 | 4 | -8 | 0 | -2.0 | 20 | -7
7: CCOc1ccc(N=c2cc(-c3ccc(OC)cc3)oc3ccccc23)cc1
  0 | -4 | -3.7 | 2 | 1 | -4 | -1.0 | 29 | -1
8: COc1ccc(-c2cc3c(=O)n(CC(=O)NCc4ccc(C)cc4)ncn3n2)cc1
  4 | 4 | -4.8 | -3 | 1 | -2 | -3.5 | 26 | 10
9: O=C(NCc1cccs1)C(=O)c1c[nH]c2ccccc12
  3 | -1 | 0.7 | 12 | -8 | 8 | -1.9 | -15 | -4
10: Cc1cc2c(cc1C)/C(=N/NC(=O)c1ccccn1)CCC2
  2 | . | -3.6 | 2 | -7 | 0 | -1.6 | 10 | 32
11: O=C(NCC(=O)N1CCCCCC1)c1ccc(OC(F)F)cc1
  0 | 6 | -1.3 | 5 | 4 | -1 | -1.5 | -2 | 42
12: COC(=O)C1=C(C)NC(C)=C(C(=O)OC)C1c1ccco1
  -2 | 9 | -2.0 | -7 | 1 | -13 | -2.2 | -16 | -4
13: Cc1cc(NCC(C)C)n2ncnc2n1
  2 | -2 | -0.3 | 6 | 0 | -6 | -2.3 | 30 | -15
14: COC(=O)C1(C#N)C(c2ccccc2)C1(C(=O)OC)C(=O)OC (configuration not stated)
  1 | 0 | -1.3 | -11 | -19 | 0 | -3.0 | 23 | 3
15: CCOCCNC(=O)c1ccc2c3c(cccc13)CC2
  3 | 2 | -3.8 | -14 | -1 | -1 | -1.8 | -6 | 0

Sequence of screens: IDE cell inh | IDE act | VIM-2 inh | pCIP destab | M18AAP inhibitor | GPR7 antag | IMP-1 inh | NALP1 inh | PHOSPHO1 inh
16: c1ccc2c(c1)oc1c(Nc3ccc4c(c3)OCCO4)ncnc12
  0 | -11 | 0.2 | 1 | 4 | -4 | -1.0 | -3 | 13
17: O=S(=O)(Nc1cccnc1Cl)c1ccc2c(c1)OCCO2
  3 | 7 | -1.9 | -5 | 1 | -11 | -2.2 | 1 | 38
18: Cc1nn(CC(=O)Nc2ccc(Cl)cc2Cl)c(=O)c2ccccc12
  -1 | 0 | -1.8 | -5 | -3 | -6 | -1.5 | 14 | 41
19: CCc1noc(C)c1C(=O)Nc1nc(-c2ccc(F)cc2)c(C)s1
  -1 | 8 | -1.6 | 3 | -4 | 9 | -1.4 | 6 | 23
20: CCOc1ncccc1C(=O)OCC(=O)c1ccc(OC)c(OC)c1
  -2 | 4 | -3.4 | 2 | -6 | -12 | -3.4 | -3 | 2
21: COc1ccc(/C=N/n2c(C)nc3sc(C)c(C)c3c2=O)cc1
  8 | . | -2.1 | -16 | -2 | -10 | -4.1 | 7 | 27
22: CCN(CC)C(=O)CSc1nnc(-c2ccc(S(=O)(=O)N3CCCC3)cc2)o1
  -1 | -5 | -1.7 | -10 | -2 | 2 | -3.2 | 2 | 3
23: Cc1nnc(NC(=O)CSc2nnc(-c3ccc(S(=O)(=O)N4CCCC4)cc3)n2C)s1
  -6 | 7 | -4.5 | 0 | -1 | -12 | -5.0 | 3 | 6
24: Cc1nc2cc(C(=O)OCC(=O)NC(C)C(C)C)ccc2n1-c1ccccc1 (configuration not stated)
  2 | 0 | -3.6 | -11 | 3 | -9 | -3.1 | 14 | -19
25: CN(C)c1ccc(/C=C(\C#N)c2ccccc2)cc1
  . | -4 | -1.7 | 0 | -15 | 0 | -2.6 | -10 | 25
26: CC#CCCCC(=O)Nc1cccc(C(=O)O)c1
  -3 | 4 | -3.6 | -9 | -2 | 0 | -2.5 | 13 | -4
27: CC(C)Oc1cccc(-c2cc(C(=O)NN3CCOCC3)c3ccccc3n2)c1
  1 | 3 | -3.3 | -12 | 8 | -8 | -3.1 | -14 | 37
28: COc1ccccc1CC(NC(C)=O)C(=O)N1CCN(C(=O)Nc2ccccc2Cl)CC1 (configuration not stated)
  -4 | 6 | 2.5 | 4 | -11 | 3 | -1.3 | 25 | -16
29: COC(=O)C1(C(=O)OC)NOC2C(=O)N(c3ccccc3)C(=O)C21 (configuration not stated)
  -2 | 2 | -3.9 | 2 | 4 | -15 | -1.9 | 23 | 6
30: Cc1ccc(Nc2nc(N)nc(CSC(=S)N3CCOCC3)n2)cc1
  1 | 0 | -1.8 | -9 | -2 | -6 | -0.5 | 28 | 27

Sequence of screens: IDE cell inh | IDE act | VIM-2 inh | pCIP destab | M18AAP inhibitor | GPR7 antag | IMP-1 inh | NALP1 inh | PHOSPHO1 inh
31: O=C(c1cn(-c2ccccc2)nc1-c1ccc(Cl)cc1)N1CCOCC1
  2 | 1 | -2.9 | -7 | -9 | -3 | -2.3 | 20 | 36
32: CC(C)(C=O)C1=CC(=O)c2ccccc2C1=O
  12 | -16 | -1.5 | 2 | -4 | -1 | -3.5 | 48* | 3
33: COc1ccc(Cn2cnc3c(NS(C)(=O)=O)c(C)c(C)cc32)cc1
  5 | 0 | -2.1 | -5 | 5 | 3 | -2.8 | 28 | 45
34: CCC1Oc2nc(SC)nnc2-c2ccccc2N1C(=O)c1ccccc1 (configuration not stated)
  3 | -2 | -1.3 | 4 | 6 | 4 | -0.1 | 21 | -39
35: COc1ccc(CCNC(=S)NCc2ccc(Cl)c(Cl)c2)cc1OC
  -1 | -1 | -1.1 | -7 | -16 | 5 | -1.7 | -10 | 17
36: COc1ccc(Oc2ncnc3sccc23)cc1
  -1 | 4 | -1.7 | 3 | -8 | -1 | -3.9 | -2 | -15
37: O=C(c1ccco1)N1CCN(C(=O)C2CCCc3c2[nH]c2ccc(Cl)cc32)CC1 (configuration not stated)
  -5 | 4 | -2.2 | 7 | 7 | -5 | -2.7 | 8 | -3
38: CCC(Oc1ccccc1)C(=O)Nc1ccsc1C(=O)OC (configuration not stated)
  0 | 4 | 1.8 | -13 | 3 | 4 | -2.9 | 32 | -1
39: O=C(N/C(=C\c1ccc(O)cc1)C(=O)N1CCCCC1)c1ccccc1
  1 | 4 | -1.6 | -2 | 8 | -6 | -2.7 | 6 | 24
40: Cc1oc2ccc(OCc3ccc(Cl)cc3)cc2c1C(=O)O
  9 | 1 | -1.6 | -9 | -9 | -4 | -2.1 | 9 | 24
41: O=C(COC(=O)c1ccc(Cl)c(Cl)c1)Nc1cccnc1Cl
  5 | -1 | -0.4 | 0 | 1 | -5 | -1.6 | 41 | 16
42: CC(=O)Nc1cccc(/C(C)=N\NC(=O)c2ccc(Cn3nc([N+](=O)[O-])c(Cl)c3C)o2)c1
  3 | 1 | -3.7 | -14 | 0 | -5 | -3.4 | 42 | -8
43: C=CC[C@H]1CC(Cc2ccccc2)=C[C@H](CC=C)N1
  4 | -4 | -1.1 | 1 | 1 | -10 | -2.8 | 31 | -14
44: CCc1nnc(NC(=O)CCN2C(=O)C3CCCCC3C2=O)s1 (configuration not stated)
  0 | 8 | -1.1 | -7 | -1 | -6 | -2.2 | 4 | 23
45: COc1ccccc1C(=O)n1nc(-c2ccccc2)nc1N
  3 | -2 | -4.2 | -8 | 1 | -4 | -2.8 | 1 | 24
46: COc1ccc(NC(=O)c2ccc(-n3nc(C)c[n+]3[O-])cc2)cc1
  0 | 3 | -3.5 | 6 | 4 | -9 | -3.6 | 2 | 10
47: OC(COCc1cccs1)CN1CCN(c2ccccc2Cl)CC1 (configuration not stated)
  -3 | -1 | 1.1 | -1 | -6 | -3 | -2.6 | 37 | 11
48: O=S(=O)(c1ccccc1)N1CCN(C(=S)NCc2ccccc2)CC1
  -7 | 4 | -2.7 | 6 | -2 | 12 | -4.5 | -15 | 16

Compounds listed so far that contain four or more nitrogen atoms (12):
Sequence of screens: IDE cell inh | IDE act | VIM-2 inh | pCIP destab | M18AAP inhibitor | GPR7 antag | IMP-1 inh | NALP1 inh | PHOSPHO1 inh
3: CCc1ccc(NC(=O)CSc2nnc(CC)c(CC)n2)cc1
  4 | 1 | -4.2 | -17 | 0 | 10 | -3.2 | 8 | 12
8: COc1ccc(-c2cc3c(=O)n(CC(=O)NCc4ccc(C)cc4)ncn3n2)cc1
  4 | 4 | -4.8 | -3 | 1 | -2 | -3.5 | 26 | 10
13: Cc1cc(NCC(C)C)n2ncnc2n1
  2 | -2 | -0.3 | 6 | 0 | -6 | -2.3 | 30 | -15
22: CCN(CC)C(=O)CSc1nnc(-c2ccc(S(=O)(=O)N3CCCC3)cc2)o1
  -1 | -5 | -1.7 | -10 | -2 | 2 | -3.2 | 2 | 3
23: Cc1nnc(NC(=O)CSc2nnc(-c3ccc(S(=O)(=O)N4CCCC4)cc3)n2C)s1
  -6 | 7 | -4.5 | 0 | -1 | -12 | -5.0 | 3 | 6
28: COc1ccccc1CC(NC(C)=O)C(=O)N1CCN(C(=O)Nc2ccccc2Cl)CC1 (configuration not stated)
  -4 | 6 | 2.5 | 4 | -11 | 3 | -1.3 | 25 | -16
30: Cc1ccc(Nc2nc(N)nc(CSC(=S)N3CCOCC3)n2)cc1
  1 | 0 | -1.8 | -9 | -2 | -6 | -0.5 | 28 | 27
34: CCC1Oc2nc(SC)nnc2-c2ccccc2N1C(=O)c1ccccc1 (configuration not stated)
  3 | -2 | -1.3 | 4 | 6 | 4 | -0.1 | 21 | -39
42: CC(=O)Nc1cccc(/C(C)=N\NC(=O)c2ccc(Cn3nc([N+](=O)[O-])c(Cl)c3C)o2)c1
  3 | 1 | -3.7 | -14 | 0 | -5 | -3.4 | 42 | -8
44: CCc1nnc(NC(=O)CCN2C(=O)C3CCCCC3C2=O)s1 (configuration not stated)
  0 | 8 | -1.1 | -7 | -1 | -6 | -2.2 | 4 | 23
45: COc1ccccc1C(=O)n1nc(-c2ccccc2)nc1N
  3 | -2 | -4.2 | -8 | 1 | -4 | -2.8 | 1 | 24
46: COc1ccc(NC(=O)c2ccc(-n3nc(C)c[n+]3[O-])cc2)cc1
  0 | 3 | -3.5 | 6 | 4 | -9 | -3.6 | 2 | 10
